Assay outcomes deposited in PubChem by several laboratories.
PP5 inh = blocks human protein phosphatase 5 activity; purified PP5c, OMFP substrate fluorescence; inhibition, % at 6.7 µM; hit rate 0.18% among 320,000; AID 1987;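 active = inhibition above the campaign's mean inhibition across all tested compounds plus 3 SD, cut at about 9.5% in these data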;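 also: 0% = DMSO only and 100% = 100 µM cantharidin control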
Target sequence (P53041 whole entry, looked up): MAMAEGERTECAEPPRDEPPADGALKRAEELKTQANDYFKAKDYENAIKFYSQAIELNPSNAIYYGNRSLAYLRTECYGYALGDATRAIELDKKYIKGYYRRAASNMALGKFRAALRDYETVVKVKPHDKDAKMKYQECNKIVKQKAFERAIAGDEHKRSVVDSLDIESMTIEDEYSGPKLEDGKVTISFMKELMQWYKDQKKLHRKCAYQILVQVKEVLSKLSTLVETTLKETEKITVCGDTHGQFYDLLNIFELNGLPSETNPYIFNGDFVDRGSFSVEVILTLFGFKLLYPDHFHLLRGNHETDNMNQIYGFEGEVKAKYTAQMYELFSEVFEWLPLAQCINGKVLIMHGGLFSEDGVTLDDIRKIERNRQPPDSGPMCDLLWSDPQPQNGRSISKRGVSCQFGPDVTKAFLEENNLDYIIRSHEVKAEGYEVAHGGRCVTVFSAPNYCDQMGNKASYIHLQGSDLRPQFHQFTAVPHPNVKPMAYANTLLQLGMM
PP1 counter = blocks human PP1-alpha phosphatase, a PP5 counter-screen | P62136 | purified PP1alpha, OMFP fluorescence | inhibition, % at 6.7 µM | hit rate 0.9% among 320,000 | AID 2235;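 active = inhibition above the mean inhibition of all tested compounds plus 3 SD, computed separately for each screening campaign, cut at about 15% in these data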
TPT1 inhibitor = blocks Candida albicans tRNA 2'-phosphotransferase; inhibition, % at 5 µM; AID 1962; hit rate 0.81% among 300,000; recombinant caTPT1, FP RNA substrate dephosphorylation;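 active = inhibition above the mean of all tested compounds plus 3 SD, set per screening campaign, cut at about 24% in these data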;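 also: plate controls were DMSO alone for no effect and ferristatin control at 100 nM for full effect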
HCV core dimer = HCV core protein dimerization inhibition | inhibition, % at 5 µM | AID 1899 | TR-FRET GST/Flag-core106 dimerization, 1536-well | hit rate 0.33% among 300,000;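 active = inhibition above the mean of all tested compounds plus 3 SD, set per screening campaign, cut at about 45% in these data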
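System: GST/Flag-tagged HCV core106 proteins. Incubation: compound-protein-antibody incubation 4 h at 22.5 °C. Technique: HTRF with 340 nm excitation, 617/671 nm emission. Medium: KF-containing HEPES buffer, pH 7.45, DTT, CHAPS, BSA. Read-out: inhibition (%) from 671 over 617 nm ratio. Also added: Eu(K)-anti-GST 90 ng/mL plus XL665-anti-Flag 1 µg/mL.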
LYPLA2 counter = LYPLA2 (human) inhibition in PME1 counter-screen; recombinant LYPLA2, FP-Rh probe fluorescence polarization; inhibition, % at 5.9 µM; hit rate 0.38% among 320,000; AID 2177;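 active = inhibition above the screen-wide mean plus 3 SD, limit set per campaign, cut at about 26% in these data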;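 also: 0% = LYPLA2 with DMSO and 100% = wells lacking LYPLA2 enzyme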
GASC-1 inh = blocks human GASC-1 demethylase activity. GST-JMJD2C(1-420) H3K9me3 demethylation, DELFIA europium. inhibition, % at 2.35 µM. Q9H3R0. AID 2099. hit rate 0.069% among 330,000;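 active = more than half of a compound's replicate wells show inhibition beyond 50%, single wells judged on their own value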;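 also: signal counts dimethyl H3K9 product captured on neutravidin plate; 0% = median of DMSO wells and 100% = 0.3 times that DMSO median; strong numbers were not always called active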
Target sequence (Q9H3R0 1-420 limits assumed): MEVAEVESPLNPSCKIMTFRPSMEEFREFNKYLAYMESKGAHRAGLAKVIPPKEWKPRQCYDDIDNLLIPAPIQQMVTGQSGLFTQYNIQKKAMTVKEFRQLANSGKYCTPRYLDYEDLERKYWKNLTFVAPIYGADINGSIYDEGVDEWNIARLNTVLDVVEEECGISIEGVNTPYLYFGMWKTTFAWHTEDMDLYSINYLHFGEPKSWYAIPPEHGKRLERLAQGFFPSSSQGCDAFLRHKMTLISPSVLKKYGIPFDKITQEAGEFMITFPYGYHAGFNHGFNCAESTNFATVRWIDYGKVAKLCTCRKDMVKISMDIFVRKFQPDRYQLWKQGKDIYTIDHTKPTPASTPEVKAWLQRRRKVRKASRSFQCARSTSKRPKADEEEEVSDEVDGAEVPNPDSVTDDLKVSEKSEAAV
Efflux pump inh = blocks antifungal efflux pumps in multiplex yeast assay; S. cerevisiae Candida pump triplex, Nile Red efflux; inhibition, % at 10 µM; hit rate 0.44% among 330,000;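 active = plate passing quality check with inhibition over a set limit, or well fluorescence over plate mean plus 4 SD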;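 also: Nile Red retained in pooled yeast measured as flow cytometry median fluorescence; 0% = buffer negative control and 100% = Enniatin B positive control; higher means more Nile Red kept so more efflux inhibition; some compounds called inactive have numbers as strong as hits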
PREPL inh = inhibits the human prolyl oligopeptidase-like enzyme | Q4J6C6 | recombinant PREPL, fluorescence polarization activity-based probe | inhibition, % at 5.96 µM | hit rate 0.68% among 320,000; in the data active = inhibition above about 43%;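 also: 0% = enzyme with DMSO and 100% = wells lacking enzyme; many of its hits are not listed in these tables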
Fh CTSL1 inh = cathepsin L1 inhibition, PFM18AAP counter-screen; recombinant F. hepatica cathepsin L1, Z-Leu-Arg-MCA fluorescence; inhibition, % at 5.96 µM; hit rate 0.49% among 300,000; AID 1906;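 active = inhibition above the mean of all tested compounds plus 3 SD, set per screening campaign, cut at about 17% in these data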;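 also: 0% = plate median of test compound wells and 100% = 1 µM Z-Phe-Ala-diazomethylketone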
Active calls of the source: *; · = no result given. Only part of the results is shown, so the mix of outcomes need not match the whole.

Fields: PP5 inh, PP1 counter, TPT1 inhibitor, HCV core dimer, LYPLA2 counter, GASC-1 inh, Efflux pump inh, PREPL inh, Fh CTSL1 inh
1) COCCNC(=O)C(c1ccc(C)o1)N(C(=O)Cn1nnc2ccccc21)c1ccccc1 (stereo not given)
    1.8, -4, 0, 5, -3, 6, 0.0, -4, 4
2) COc1ccc(C(=O)N/C(=C\c2cn(C)c3ccccc23)C(=O)N2CCN(C)CC2)cc1OC
    0.8, -2, 3, 7, -3, -7, 0.0, 4, 3
3) O=C(CSc1ncccn1)N1CCCC1
    1.5, 3, -1, -12, -4, 2, -0.1, 4, -2
4) COC(=O)C(C)Sc1nc2c(cnn2-c2ccc(C)cc2)c(=O)[nH]1 (stereo not given)
    -1.3, 1, -6, -3, -1, 12, -0.1, 11, 4
5) N#Cc1cc([N+](=O)[O-])cnc1Nc1ccccc1
    1.2, 2, -4, -7, 4, -6, 0.0, -10, 0
6) CN(Cc1ccccc1)C(=O)c1ccc(NC(=O)Cc2cccc(NC(=O)C3CCN(C(=O)C4CC4)CC3)c2)cc1
    -0.2, -1, ·, ·, 1, 10, 0.3, 3, ·
7) CC(C)c1ccccc1OCC(=O)Nc1cc(S(=O)(=O)N2CCOCC2)ccc1N1CCCC1
    2.4, 2, 3, 7, 2, 0, -0.2, 8, 3
8) O=C(NCC1(c2ccccc2)CCOCC1)c1cccs1
    1.0, 3, 1, 3, 5, 28, 0.0, -8, -2
9) Cc1cc(C)n(/N=C/c2cccc([N+](=O)[O-])c2)c(=O)c1
    -2.6, 3, 4, -1, 3, -2, -0.2, -11, 0
10) Cc1ccnn1CC(=O)N/N=C/c1cn[nH]c1-c1ccccc1
    -1.2, -2, -2, -2, -1, -13, 0.3, 5, 0
11) COc1ccc(OC)c2sc(NC(=O)C(C)C)nc12
    -1.7, 2, -4, 6, -6, -23, -0.1, 1, -2
12) O=C(CC(=O)N/N=C/c1ccc(O)cc1)N/N=C/c1ccc(O)cc1
    1.6, 1, -1, -3, -1, -1, 0.0, -4, 2
13) O=S(=O)(Nc1cccc(-c2ccc3nncn3n2)c1)c1ccc(Cl)s1
    5.5, 0, 0, 2, 10, 2, 0.1, -5, -5
14) Cc1ccc(S(=O)(=O)N(C)C)cc1NC(=O)COC(=O)CCC(=O)c1cccs1
    -0.8, -4, -2, -1, 2, -21, 0.0, -2, -21
15) O=C(CSc1ncnc2c1nnn2Cc1ccccc1)NC1CCCC1
    -3.2, -3, -1, -1, 6, -9, 0.1, 1, 0
16) CC(OC(=O)/C=C/c1ccc2ccccc2n1)C(=O)N(C)c1ccccc1 (stereo not given)
    0.4, -5, ·, ·, 2, ·, 0.3, -2, ·
17) CS(C)(=O)=NS(=O)(=O)c1ccc(Cl)cc1
    -1.5, -1, -1, -7, 0, -4, -0.2, 6, -5
18) O=C(Nc1ccc(Oc2nnc(-c3ccccc3)c3ccccc23)cc1)c1ccccc1
    2.8, 1, -1, 13, 7, -5, -0.1, -2, 0
19) O=S(Cc1ccc(Br)cc1)Cc1nnc(SCc2c(Cl)cccc2Cl)n1-c1ccccc1 (stereo not given)
    1.2, 2, -1, 12, 3, 16, 0.5, 4, 1
20) CC(CCc1ccccc1)NC(=O)Cc1ccc(Br)cc1 (stereo not given)
    0.2, 11, 0, 6, -1, -5, 0.0, -42, 1
21) CCCCNC(=O)c1ccc(Cn2c(=S)[nH]c3c([nH]c4ccc(OC)cc43)c2=O)cc1
    0.7, 7, 4, 22, -1, 1, 8.2*, 7, 0
22) CCc1cccc(C)c1NC(=O)CCNC(=O)c1cccc(C)c1
    1.4, -4, 1, -10, 8, 12, -0.2, -7, -3
23) COc1ccc(C(=O)Nc2nc3ccccc3c(=O)[nH]2)cc1
    3.1, -2, 1, 2, -12, 0, 0.0, 3, -1
24) COc1cccc(Nc2nc(-c3sc(N)nc3C)cs2)c1
    0.4, -2, 6, -6, 2, 1, -0.3, 31, 0
25) O=C(N/N=C/c1cccnc1)c1cccc(Cl)c1
    2.3, 0, 1, 0, -6, -1, 0.2, 3, 1
26) Cn1cccc1C(=O)NCC(c1ccco1)N1CCCCC1 (stereo not given)
    2.6, -23, 1, -1, -3, -2, 0.0, -9, -8
27) CCCCOc1ccc(OCCNC(=O)c2ccco2)cc1
    3.7, 2, -3, -18, 4, -10, 0.1, 14, 2
28) CCCCCCCCOC(=O)c1ccc(N)cc1
    5.0, 5, -1, -9, 15, 2, -0.1, 9, -3
29) COc1cc(C2NC(=O)NC(C)=C2[N+](=O)[O-])cc(OC)c1OC (stereo not given)
    -0.3, -4, -1, 1, -7, 10, 0.0, 0, 3
30) C/C(=N\NC(=O)c1nnn(-c2nonc2N)c1CN(C)c1ccccc1)c1cccnc1
    -0.3, -3, 1, 3, -6, -26, -0.1, 5, 1
31) CC(=O)c1c(C(C)=O)c(C)n(-c2ccc(C)c(NC(=O)c3ccccc3Cl)c2)c1C
    1.1, 0, -2, 4, 3, 1, -0.1, 10, -1
32) COc1ccc(C=O)cc1COc1ccc(Cl)cc1[N+](=O)[O-]
    2.1, -9, -2, 4, 4, 5, 0.0, 1, 1
33) Cc1cc(C(=O)OCC(=O)NC2CC2)ccc1[N+](=O)[O-]
    -0.2, -2, ·, ·, 1, 10, 0.2, 2, ·
34) CC(=O)c1cccc(NC(=S)N2CCc3ccccc32)c1
    2.2, -12, -2, 7, -3, 44, 0.0, 11, 5
35) CC(NC(=O)Cn1nc(C(=O)O)c2ccccc2c1=O)C12CC3CC(CC(C3)C1)C2 (stereo not given)
    2.6, 0, -4, 5, 4, 17, 0.1, -7, 5
36) CCOC(=O)c1cccc(NC(=O)c2ccccc2C)c1
    0.6, -5, -1, 3, 0, 4, -0.1, -2, 0
37) C/C(=N\NC(=O)c1nnn(-c2nonc2N)c1CSc1ccccc1)c1ccc2c(c1)OCO2
    0.7, -3, -1, 1, 6, 0, 1.0*, -6, -1
38) COc1ccccc1C(=O)NNC(=O)CCC(=O)NCc1ccccc1
    -0.2, -2, 1, 10, -5, -10, 0.2, 3, -4
39) Cc1ccc2nc(SCc3cn4cccnc4n3)[nH]c2c1
    -0.4, 3, 3, -4, -6, 5, -0.2, -4, -4
40) Cc1cc(NC(=O)COC(=O)c2ccc(OC(F)(F)F)cc2)no1
    1.3, -1, ·, ·, -2, 1, 0.0, 5, ·
41) COc1ccccc1NC(=S)NCCc1ccccc1
    2.4, -4, 0, -8, 0, -1, -0.1, -6, 4
42) CCOC(=O)CSc1nnc(CNC(=O)c2ccc(OC)cc2)n1C1CCCCC1
    -0.1, 0, -2, -3, 5, -22, -0.1, 22, -3
43) Cc1ccc(NC(=O)c2ccco2)c(NC(=O)c2ccccc2C)c1
    1.2, -2, -3, -7, 9, -2, 0.0, 8, -5
44) Cc1ccc(NC(=O)/C(C#N)=C/c2ccc(C)s2)c(C)c1
    0.2, -3, -4, 4, -56, 0, 0.1, -1, 3
45) CCN1C(=O)[C@@H]2[C@@H](c3ccc(-c4ccc(C(C)=O)cc4)cc3)N3CCCC[C@@]3(C(=O)OC)[C@@H]2C1=O
    3.5, -1, -2, 10, 2, -7, -0.1, 5, 5
46) FC(F)(F)c1cc(C(F)(F)F)c2ccc(Oc3ccccc3)nc2n1
    0.4, -1, -1, 2, 4, 5, -0.1, 11, 4
47) Cc1cc(=O)oc2cc(NC(=O)CCCC(=O)O)ccc12
    0.2, -3, 2, 0, -6, -10, -0.1, 5, 3
48) O=C(CSc1nc2ccccc2c(=O)n1-c1ccc(OC(F)F)cc1)NC1CC1
    2.7, -2, ·, ·, 10, 9, 0.1, 18, ·
49) O=C(NCc1ccc(Cl)cc1)C(=O)NCC1CCCN1S(=O)(=O)c1cccs1 (stereo not given)
    1.1, 3, -1, 2, 8, 13, 0.1, 9, 0
50) COc1ccc(C2/C(=C(\O)c3ccc4c(c3)OCCO4)C(=O)C(=O)N2c2nc(C)c(C(C)=O)s2)cc1 (stereo not given)
    1.9, 19*, -2, 0, 5, 5, 0.0, 42, 2
51) Brc1cccc(/C=N/Nc2nc(N3CCCCC3)nc(N3CCCCC3)n2)c1
    -2.5, -1, 1, 7, 1, -1, 0.1, -1, 1
52) COc1ccc(C2=NOC(C(=O)NCc3ccccn3)C2)cc1OC (stereo not given)
    -0.7, -3, 2, -5, 0, -1, 0.5, 1, -2
53) Cc1ccc(N(CC(=O)NCc2ccco2)C(=O)CCC(=O)Nc2ccccn2)c(C)c1
    0.9, -3, -3, -1, 2, 7, 0.0, -10, 1
54) COC(=O)C(Oc1ccc2c(-c3ccc(OC)cc3)cc(=O)oc2c1)c1ccccc1 (stereo not given)
    2.9, 2, 4, 6, 3, 2, 0.2, -1, -2
55) COc1ccc(C(CNC(=O)c2cc(S(=O)(=O)NCc3ccccc3)ccc2C)N2CCOCC2)cc1 (stereo not given)
    4.8, -4, -1, 0, -1, -8, -0.1, 6, 1
56) COc1ccc(S(=O)(=O)N2CCCCC2)cc1NCC(=O)Nc1ccc(C)cc1
    2.7, -3, 0, -2, 3, 5, 0.1, 14, 0
57) O=C(Cc1ncn[nH]1)NCCc1ccccc1
    -1.6, -3, -1, -1, 1, -6, 0.0, -6, -3
58) CSC1=C(C#N)C(c2ccc3c(c2)OCO3)C2=C(CCCC2=O)N1 (stereo not given)
    -1.3, 0, 2, 5, -1, -7, -0.1, 0, 5
59) COc1cccc(NC(=O)CCC2CCN(C(=O)c3ccc(C(C)=O)s3)CC2)c1
    0.4, -1, -4, 1, 27*, -6, -0.1, 3, 0
60) COc1c(OC(C)=O)c(=O)n2c3ccccc3c3ccnc1c32
    -0.4, -8, -1, 1, 1, ·, -0.1, 2, -7
61) CCn1c(CSc2nccn2C)nc2cc(C(=O)O)ccc21
    3.7, 1, -29, -5, 26, -16, 0.2, 20, 0
62) COC(=O)c1ccc[n+](CC(=O)c2ccc(Br)cc2)c1
    -1.6, 1, 3, 1, 6, -12, 0.1, 35, -1
